# Screens as filed in PubChem BioAssay.
# Mito fusion yeast: blocks mitochondrial division or promotes mitochondrial fusion. S. cerevisiae fusion-defective mutant growth rescue, CellTiterGlo 48 h. Potency, µM (doses to about 46.1 µM), inactives show top-dose growth rescue (activation), most hits filed as activators. hit rate 0.23% among 320,000;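 also: potency is read from the fitted curve at half-maximal effect; % of control where 0% means no effect; nearly all actives have a fitted effect of over 45% in size; temperature-sensitive fusion mutants such as fzo1-1 at 37 °C on non-fermentable ethanol glycerol medium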
#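 Luminescent cell viability in 1536-well qHTS format served as the measure of rescued growth in ts fusion-mutant S. cerevisiae cultured on non-fermentable YPEG for 48 hours at 37C.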
# USP2a block: USP2a (human) protease inhibition | USP2 core, Ub-CHOP2 coupled fluorogenic reporter, 485/531 | Potency, µM (series often up to 38.3 µM), inactives show at the top dose activity change, negative = inhibition, actives largely listed as inhibitors | hit rate 0.01% among 330,000 | AID 463254;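 also: potency is read from the fitted curve at half-maximal effect; plate controls were DMSO wells for no effect and full inhibition by NEM control for full effect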
# Target sequence (O75604 whole entry, looked up): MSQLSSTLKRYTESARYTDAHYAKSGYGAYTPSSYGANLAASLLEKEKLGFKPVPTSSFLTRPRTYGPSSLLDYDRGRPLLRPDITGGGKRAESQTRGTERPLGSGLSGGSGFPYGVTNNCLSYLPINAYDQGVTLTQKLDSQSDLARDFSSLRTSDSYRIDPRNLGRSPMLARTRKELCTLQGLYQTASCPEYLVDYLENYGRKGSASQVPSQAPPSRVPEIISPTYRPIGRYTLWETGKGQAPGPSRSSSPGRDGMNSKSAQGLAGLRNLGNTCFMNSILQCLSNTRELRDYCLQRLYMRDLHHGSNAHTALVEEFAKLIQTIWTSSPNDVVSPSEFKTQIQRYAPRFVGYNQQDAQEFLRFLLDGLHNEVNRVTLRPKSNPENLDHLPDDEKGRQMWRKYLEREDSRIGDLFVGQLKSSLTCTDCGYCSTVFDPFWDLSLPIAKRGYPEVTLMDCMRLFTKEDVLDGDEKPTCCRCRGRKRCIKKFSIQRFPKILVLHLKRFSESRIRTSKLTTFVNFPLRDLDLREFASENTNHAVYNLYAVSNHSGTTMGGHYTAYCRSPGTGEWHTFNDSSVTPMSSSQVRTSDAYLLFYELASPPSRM
#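 Deubiquitinase activity read as fluorescence (485/531 nm) after Ub-CHOP2 cleavage activates the enterokinase reporter on its substrate; USP2 core 10nM, Ub-CHOP2 and substrate 25nM each, 30min compound preincubation then 60min RT; data normalized to NEM, curves fitted.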
# AT treatment: potential ataxia-telangiectasia treatment. […] A-T fibroblasts, KAP-1 phosphorylation AlphaLISA; neocarzinostatin DNA damage 30 min before lysis. Potency, µM (highest dose often 57.5 µM), for inactives: at the top dose activation, hits mostly activators. hit rate 0.19% among 320,000. AID 485349; also: potency is read from the fitted curve at half-maximal effect; % of control where 0% means no effect; nearly all actives have a fitted effect of over 45% in size
#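 hTERT-immortalized A-T patient fibroblasts ([…]), 500 cells/well in OPTI-MEM, 1% FBS, got compounds for 60 min, then NCS for 30 min at 37C. Lysates were then assayed for phospho-KAP-1 by AlphaLISA (anti-pKAP1 donor, anti-KAP1 acceptor beads), 6 hr at 25C.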
# KCNH2 3.1 block: blocks the human KCNH2 3.1 channel isoform | U2OS KCNH2 3.1, thallium flux FluxOr; stronger effect = lower value | activity change, % (tested at about 1.8 µM) | hit rate 0.95% among 340,000;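 active = maximum activity change below -70%; inconclusive = maximum activity change from -70% to -50%; inactive = maximum activity change above -50%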;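 also: thallium influx rate constant from kinetic fluorescence after stimulation buffer; % is scaled to controls: 0 for no effect and ±100 for the full control effect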
#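 Virally transduced U2OS (3.1 isoform, 4 h infection in dark at RT) → overnight 37 C → FluxOr + Red40 in HBSS/HEPES, 45 min → stimulation buffer, 2 min kinetic read → rate constant vs DMSO controls.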
# TCR act: activators of T cell receptors; primary human leukocytes, anti-CD3, IL-2 HTRF, 48 h; Potency, µM (titrated, usually from 9.22 µM), without a hit: at the highest dose activation of IL-2 secretion, actives largely listed as activators; 330,000 tested, under 10 active; AID 504894; also: % of control where 0% means no effect
#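 Human primary leukocytes + a-CD3 beads + cpd, 48 hr; IL-2 in supernatant by HTRF (ex 320nm / em 665nm). No co-stimulatory signal supplied.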
# TRPV1 ag: human TRPV1 agonism. Q8NER1. TRPV1-expressing cells, Fluo-8 calcium influx, agonist mode. activation, % at 8.33 µM. hit rate 0.19% among 320,000; in the data active = activation above about 80%; inconclusive = between about 30% and that limit; also: 0% is about no effect
#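 Cells expressing TRPV1 were dye-loaded with Fluo-8 and read kinetically: 10 s baseline, 3 min after compound (agonist portion), then 2 min after EC20 capsaicin (allosteric enhancer portion). Calcium-bound dye fluorescence at 480/520 nm.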
# TSHR antagonist: blocks TSH signaling through the human TSH receptor; P16473; TSHR-expressing cells, TSH-stimulated cAMP HTRF, 2 h; stronger effect = lower value; activity change, negative = inhibition, % at 11.5 µM; hit rate 0.2% among 330,000;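 active = activity change below a set negative limit, meaning inhibition stronger than a set level, cut at about -70% in these data; inconclusive = activity change between two set negative limits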; also: % is scaled to controls: 0 for no effect and ±100 for the full control effect
#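 Read-out is FRET at 665 nm (cryptate excitation 337 nm) from a cryptate-tagged anti-cAMP antibody, competed by cell cAMP against cAMP-d2. Compounds are tested on freshly harvested TSHR cells challenged with 4nM TSH (EC80) for 2 hours at 37 deg C.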
# Eya2 phos inh: Eya2 (human) phosphatase inhibition; O00167; recombinant Eya2, OMFP fluorescence dephosphorylation (OMFP is methylfluorescein phosphate); Potency, µM (highest dose often 76.9 µM), for inactives: top-dose activity, negative = inhibition, most hits filed as inhibitors; hit rate 0.006% among 330,000; AID 488837; also: potency is read from the fitted curve at half-maximal effect; % is scaled to controls: 0 for no effect and ±100 for the full control effect
#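 Eya2 (0.2 uM) preincubated 10 min at ambient with compound, then OMFP substrate added at 50 uM; 10 min reaction in 50 mM HEPES pH 7.5, 50 mM NaCl, 5 uM MgCl2, 0.05% BSA, 1 mM DTT. Fluorescence read at Ex 485/Em 525 nm.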
# ELG1 DNA repair: inhibitors of ELG1-dependent DNA repair in HEK293T cells; HEK293T ELG1-luciferase reporter, luminescence, 16 h; DNA damage induced by 5-fluorouridine; Potency, µM (titrated, usually from 46.1 µM), inactives show top-dose activity change, negative = inhibition, most hits filed as inhibitors; hit rate 2.3% among 330,000; AID 504467; also: potency is read from the fitted curve at half-maximal effect; % is scaled to controls: 0 for no effect and ±100 for the full control effect; nearly all actives have a fitted effect of over 55% in size
#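 Luminescence from the luciferase reporter, measured 30 min after ONE-Glo reagent at room temperature, was the read-out. Beforehand, 2,000 cells per well were exposed for 16 hr at 37 °C to 5-fluorouridine together with compound or vehicle.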
# hERG WT inh: KCNH2 (human, wildtype) channel inhibition; Q12809; U2OS, BacMam KCNH2, thallium flux FluxOr; stronger effect = lower value; activity change, % at 1.84 µM; hit rate 0.37% among 340,000; AID 720551;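 active = maximum activity change below -70%; inconclusive = maximum activity change between -70% and -50%; inactive = maximum activity change above -50%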; also: % is scaled to controls: 0 for no effect and ±100 for the full control effect
#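 U2OS cells transduced with wild-type KCNH2 virus are loaded with FluxOr dye for 45 min, and thallium flux is measured in kinetic reads before and after stimulation buffer. Rate constants are normalized to DMSO controls.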
# * marks the source's active call; other numbers are inactive results; ? = inconclusive; / = no result given; [ ] = remark or other dose. Unless noted, calls follow the shape of the dose curve; as a rule, active = well fitted curve in the direction sought with a large enough effect; inconclusive = small, poorly fitted or top-dose-only effect, or another doubt; inactive = no such curve, though single readings can be large; an effect the other way counts as inactive or inconclusive.
SMILES,Mito fusion yeast,USP2a block,AT treatment,KCNH2 3.1 block,TCR act,TRPV1 ag,TSHR antagonist,Eya2 phos inh,ELG1 DNA repair,hERG WT inh
O=C1SC(c2ccccc2)=C/C1=C\N1CCCCC1,2%,1%,-4%,4,-7%,/,-4,10%,?,3
Cc1cc2c(c(=O)n1CC1CCCO1)C(c1ccco1)C(C#N)=C(N)O2 (configuration not stated),-1%,?,-1%,22,-2%,-1,3,-8%,-28%,4
COc1ccc(CNC(=O)COC(=O)C(CCSC)NC(=O)c2ccco2)cc1OC (configuration not stated),-4%,0%,-8%,4,3%,2,-28,22%,0%,-4
CCOc1ccc(C(C)=O)cc1CN1C(=O)NC2(CCCCC2C)C1=O (configuration not stated),1%,-1%,10%,18,5%,1,2,-12%,?,4
COc1ccc(N(CC(=O)NC2CCCC2)C(=O)Cn2nnc(-c3ccc(F)cc3)n2)cc1,-1%,-1%,-1%,-12,0%,-1,5,-6%,-29%,0
COC(=O)C1=C(C)Nc2nnnn2C1c1cccs1 (configuration not stated),9%,0%,/,8,-3%,-2,7,-3%,-26%,13
Cc1ccccc1C(=O)NC(CC(C)C)C(=O)NN1C(=O)c2ccccc2C1=O (configuration not stated),0%,2%,0%,2,2%,-1,6,1%,6%,-3
Cc1ccc(NC(=O)C(c2ccccc2)c2ccccc2)c(O)c1,-9%,-2%,0%,-6,2%,29,0,?,-1%,-1
COc1ccc(CNC(=O)COc2ccc([N+](=O)[O-])cc2)cc1,-1%,2%,4%,-10,3%,8,-1,-6%,-4%,4
CC(C)CNC(=O)c1ccc(Cl)c(Cl)c1,-2%,/,/,8,-1%,?,/,/,/,1
CCc1ccccc1NC(=S)Nn1cnnc1,-2%,-1%,-1%,/,/,-1,7,-7%,20%,/
CCN(CC)S(=O)(=O)c1ccc(N2CCCC2)c(C(=O)OCC(=O)N2CCCC2)c1,-4%,4%,-1%,-14,/,6,12,5%,11%,5
COc1cccc(Cn2cccc(NC(=O)NCc3ccccc3)c2=O)c1,3%,-1%,-5%,22,3%,?,21,3%,5%,-3
CC(C)N(c1nnc(N)s1)C(C)C,-4%,0%,0%,2,-2%[46.1 µM],3,3,-10%,3%,-6
Cc1cccc(NC(=O)CN2CCN(CC(=O)Nc3ccc(-c4ccccc4)cc3)CC2)c1C,-17%,2%,0%,11,-2%,0,5,-1%,?,5
CCn1c(Cc2ccccc2)nnc1SCc1nc2ccccc2c(=O)[nH]1,-5%,3%,4%,-1,/,-1,2,7%,6%,6
O=c1c(-c2ccccc2)n[nH]c2ccccc12,10%,-1%,7%,11,3%,5,10,-5%,?,-14
O=S(=O)(NC1CCSc2ccccc21)c1ccccc1 (configuration not stated),9%,?,8%,9,-7%,-1,13,-7%,3%,13
COc1ccc(CNC(=O)COC(=O)C2=COCCO2)cc1,-4%,5%,-3%,4,-3%,-2,1,4%,7%,3
S=C1NCCOCCOCCNC(=S)N2CCOCCOCCN1CCOCCOCC2,-1%,2%,0%,-2,3%,-2,-3,-7%,5%,-10
O=C1CCN(CCc2ccccc2)CCN1[C@H](CSc1ccc(Br)cc1)Cc1ccccc1,-80%[inhibitor],0%,-16%,/,9%,4,-4,-5%,?,/
N=C1/C(=C\c2ccc(SCc3ccccc3)o2)C(=O)N=C2SC(CC(=O)N3CCOCC3)=NN12,-1%,-3%,-45%,0,-1%,-1,-11,4%,18%,-5
CCCCC(=O)NC(c1ccc([N+](=O)[O-])cc1)c1c(O)ccc2ccccc12 (configuration not stated),-10%,0%,7%,-10,12%[46.1 µM],0,-1,-3%,26µM*,13
O=C(CSc1n[nH]c(-c2ccccn2)n1)Nc1ccccc1F,-5%,-3%,5%,10,6%,2,-10,1%,-28%,-12
O=C(CSc1nnc(-c2ccccc2F)o1)N1CCCC1,1%,1%,5%,-10,4%,-3,4,-3%,?,1
C/C(=N\NC(=O)CO/N=C(\C)c1cccs1)c1ccc(N)cc1,1%,8%,5%,-1,-1%,8,-1,15%,4%,-8
COc1cc(-c2cc(C(=O)Nc3ccc(S(=O)(=O)NCc4ccco4)cc3)c3ccccc3n2)cc(OC)c1OC,18%,-10%,/,2,-11%[46.1 µM],1,-19,-2%,2.6µM*,-23
COCCN(C(=O)C1CC(=O)N(Cc2ccc(C)cc2)C1)c1c(N)n(CC(C)C)c(=O)[nH]c1=O (configuration not stated),0%,1%,5%,19,0%,0,-5,-6%,-9%,7
COc1cc(CNCCN(C)C)c(Br)cc1OC1CCCC1,-7%,3%,-1%,4,-6%,-2,-3,-12%,9%,18
O=C(N/C(=C/c1ccc(F)cc1)C(=O)N1CCOCC1)c1ccccc1,1%,1%,-6%,13,7%,-4,9,10%,-5%,-2

# Profiles, quoted from the list. Screens in order: Mito fusion yeast	USP2a block	AT treatment	KCNH2 3.1 block	TCR act	TRPV1 ag	TSHR antagonist	Eya2 phos inh	ELG1 DNA repair	hERG WT inh
# `COC(=O)C1=C(C)Nc2nnnn2C1c1cccs1` (configuration not stated) across the screens: 9%	0%	/	8	-3%	-2	7	-3%	-26%	13
# `COc1ccc(CNC(=O)COC(=O)C(CCSC)NC(=O)c2ccco2)cc1OC` (configuration not stated) across the screens: -4%	0%	-8%	4	3%	2	-28	22%	0%	-4
# `O=S(=O)(NC1CCSc2ccccc21)c1ccccc1` (configuration not stated) across the screens: 9%	?	8%	9	-7%	-1	13	-7%	3%	13
# `N=C1/C(=C\c2ccc(SCc3ccccc3)o2)C(=O)N=C2SC(CC(=O)N3CCOCC3)=NN12` across the screens: -1%	-3%	-45%	0	-1%	-1	-11	4%	18%	-5
# `CCN(CC)S(=O)(=O)c1ccc(N2CCCC2)c(C(=O)OCC(=O)N2CCCC2)c1` across the screens: -4%	4%	-1%	-14	/	6	12	5%	11%	5

# Continuation.
SMILES,Mito fusion yeast,USP2a block,AT treatment,KCNH2 3.1 block,TCR act,TRPV1 ag,TSHR antagonist,Eya2 phos inh,ELG1 DNA repair,hERG WT inh
CCC1CN(S(=O)(=O)c2ccc3c(c2)NC(=O)CC(=O)N3)c2cc(Cl)ccc2O1 (configuration not stated),1%,1%,3%,-5,5%,-5,-12,3%,-16%,6
CC[C@@]1(C(=O)OC)N[C@H](CN(C)C(=O)c2ccc(C)cc2)[C@@H]2C(=O)N(Cc3ccccc3)C(=O)[C@@H]21,/,1%,9%,-2,-1%,/,-4,4%,-6%,1
O=C(CSc1nc2ccccc2c(=O)n1NC(=O)Cc1ccccc1)NCc1ccccc1Cl,1%,7%,7%,-2,-3%,/,10,-1%,-1%,2
CC(c1nnnn1C(C)(C)C)N(Cc1cccnc1)Cc1ccccc1Cl (configuration not stated),-2%,-1%,2%,1,-8%,15,-7,7%,-2%,-11
CCN(CC)C(=O)n1cnc(-c2ccccc2)c1-c1ccccc1,3%,-1%,1%,-3,15%[46.1 µM],11,-1,3%,-14%,-1
COC(=O)c1ccc(NC(=O)COc2ccc(S(=O)(=O)NC(C)C)cc2)cc1,1%,1%,2%,-29,0%,0,8,-9%,8%,-17
COc1ccc(C(=O)COC(=O)CCN=C2NS(=O)(=O)c3ccccc32)cc1OC,0%,-2%,-9%,11,-6%,5,-6,12%,21%,-2
O=C1/C(=C/c2ccncc2)SC(=S)N1Cc1ccccc1,-3%,-3%,0%,-1,1%,10,-1,?,7%,3
CN(c1ccccc1)S(=O)(=O)c1ccc(C(=O)Nc2nnc(C3CC3)o2)cc1,0%,-2%,1%,4,4%,-2,9,7%,10µM*,11
Cc1c(C(=O)O)cnc2c([N+](=O)[O-])cnn12,-8%,4%,6%,3,1%,-1,7,-5%,1%,-2
CCCOc1ccc(C(=O)Nc2c[nH]c(=O)[nH]c2=O)cc1,-7%,2%,3%,16,-5%[46.1 µM],-3,5,-6%,25%,6
Cc1cc(C(=O)COC(=O)c2cc(Cl)ccc2N)c(C)n1Cc1ccco1,3%,-3%,23%,1,1%[46.1 µM],1,-12,-3%,?,6
COCCC(=O)N1CCC(n2nccc2NC(=O)CCc2ccccc2)CC1,-1%,3%,2%,15,5%,0,2,-3%,16%,6
O=C(N/N=C/c1ccc(F)cc1)c1c(O)c2ccccc2[nH]c1=O,-1%,-1%,1%,-1,3%[46.1 µM],1,18,0%,?,3
COc1ccc(CC(=O)OCC(=O)c2ccc(F)cc2)cc1,/,0%,3%,-10,-7%[46.1 µM],/,-2,3%,?,-11
CC(NC(=O)c1ccccc1N)c1ccccc1 (configuration not stated),2%,8%,1%,-6,-9%,0,5,3%,9%,5

# These rows are one share of the data; rates above refer to the full screens.
